Assay outcomes: PubChem BioAssay, National Center for Advancing Translational Sciences (NCATS)
MmCpn inh: inhibitors of Methanococcus maripaludis chaperonin (MmCpn). purified Mm-Cpn ATPase, ADP Transcreener TR-FRET. Potency, µM (series often up to 76.9 µM), for inactives: top-dose activity, negative = inhibition, most hits filed as inhibitors. 330,000 tested, 0.031% active; also: potency is read from the fitted curve at half-maximal effect; % is scaled to controls: 0 for no effect and ±100 for the full control effect; nearly all actives have a fitted effect of over 80% in size
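Inhibition of chaperonin ATP hydrolysis is measured as reduced ADP production, detected by competitive TR-FRET in which signal falls with ADP. Final enzyme 25 nM and ATP 10 uM, reacted 30 min at 37°C.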
EPAC2 agonist: EPAC2 (human) agonism. Q8WZA2. 360,000 tested, 0.079% active. EPAC2 activation, biochemical qHTS; response scale: 100% = 6.5 mM cAMP response. Potency, µM (doses to about 154 µM), without a hit: at the highest dose activation, hits mostly activators; also: potency is read from the fitted curve at half-maximal effect; nearly all actives have a fitted effect of over 50% in size
Target sequence (Q8WZA2 whole entry, looked up): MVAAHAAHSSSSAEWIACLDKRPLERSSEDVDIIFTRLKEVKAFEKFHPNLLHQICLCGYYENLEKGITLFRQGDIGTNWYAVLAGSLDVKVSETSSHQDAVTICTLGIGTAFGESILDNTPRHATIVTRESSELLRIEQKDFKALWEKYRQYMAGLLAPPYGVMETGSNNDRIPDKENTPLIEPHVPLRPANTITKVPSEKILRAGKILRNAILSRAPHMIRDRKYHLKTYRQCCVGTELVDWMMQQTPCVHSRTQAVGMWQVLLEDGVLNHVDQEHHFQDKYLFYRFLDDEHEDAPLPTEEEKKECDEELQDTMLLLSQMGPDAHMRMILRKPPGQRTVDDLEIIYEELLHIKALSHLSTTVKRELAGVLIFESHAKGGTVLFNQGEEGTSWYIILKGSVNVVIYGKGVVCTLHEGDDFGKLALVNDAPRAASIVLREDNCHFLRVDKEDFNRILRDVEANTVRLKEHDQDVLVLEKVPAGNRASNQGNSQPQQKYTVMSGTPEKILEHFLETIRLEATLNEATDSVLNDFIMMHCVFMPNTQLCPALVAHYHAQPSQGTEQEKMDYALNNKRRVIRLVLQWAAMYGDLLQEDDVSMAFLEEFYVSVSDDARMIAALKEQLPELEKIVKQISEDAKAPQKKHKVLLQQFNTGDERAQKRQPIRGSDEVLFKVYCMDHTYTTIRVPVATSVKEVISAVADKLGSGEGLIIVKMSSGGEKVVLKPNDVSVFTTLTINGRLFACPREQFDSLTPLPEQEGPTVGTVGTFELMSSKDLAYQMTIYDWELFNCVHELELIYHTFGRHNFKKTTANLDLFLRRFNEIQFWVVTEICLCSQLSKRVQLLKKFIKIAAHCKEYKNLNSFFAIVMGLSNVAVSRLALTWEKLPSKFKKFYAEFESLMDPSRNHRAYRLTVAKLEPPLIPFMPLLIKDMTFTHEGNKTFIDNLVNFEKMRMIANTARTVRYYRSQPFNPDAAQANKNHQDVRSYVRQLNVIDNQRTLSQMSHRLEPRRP
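Setup: EPAC2 100 nM, labeled Rap1B complex 250 nM, free GDP 50 uM. Compound titrations pinned in, brief spin, 5 min room temperature incubation. Kinetic fluorescence read over 30 min, normalized to 6.5 mM cAMP.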
Nrf2 activator: activators of Nrf2 (ARE) signaling. AREc32 ARE-luciferase reporter (MCF7-derived line), luminescence, 24 h. Potency, µM (doses to about 46.1 µM), for inactives: at the highest dose activation, most hits filed as activators. 410,000 tested, 0.31% active. AID 624171; also: potency is read from the fitted curve at half-maximal effect; % of control where 0% means no effect; nearly all actives have a fitted effect of over 65% in size
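Luciferase luminescence (Steady-Glo, 30 min at room temperature) served as the read-out of ARE activation in AREc32 cells treated with compounds for 24 hr at 37 deg C.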
TGFb SMAD3 inh: inhibitors of TGF-b signaling | HepG2 CAGA-GFP TGF-b/SMAD3 reporter, GFP fluorescence, 18 h; TGF-beta stimulated, 500 pg/mL final | Potency, µM (top dose mostly 46.1 µM), inactives show at the top dose activity, negative = inhibition, hits mostly inhibitors | 410,000 tested, 1.2% active | AID 588855; also: potency is read from the fitted curve at half-maximal effect; % is scaled to controls: 0 for no effect and ±100 for the full control effect; nearly all actives have a fitted effect of over 65% in size
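TGF-beta reporter screen: HEPG2 CAGA-GFP, 1% FBS, 500 pg/mL TGF-beta final, 18 h; per-cell GFP summed per well; curves fitted and categorized by class.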
CCT chaperon mod: changes cytosolic chaperonin activity | purified chaperonin ATPase assay, HTRF ADP detection, 30 min | activity change, % (no concentration beside the values), hits read low | 360,000 tested, 0.3% active | AID 651819; in the data active = activity change below about -30%; also: % is scaled to controls: 0 for no effect and ±100 for the full control effect
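ATPase activity: ADP formed was measured by HTRF Transcreener (665/615 nm ratio) after 30 min at 37 deg C with 10 uM ATP. Compounds screened at one 76 uM concentration against 40 or 20 nM TRiC in Tris pH 7.4/KCl/MgCl2/DTT buffer.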
A549 tox: A549 cytotoxicity, counter-screen for Nrf2 inhibitors; Potency, µM (top dose mostly 46 µM), without a hit: at the highest dose activity change, negative = cytotoxicity, most hits filed as inhibitors; 390,000 tested, 0.16% active; A549 ARE-Fluc cells, CellTiter-Fluor viability, 18-24 h; AID 504648; also: potency is read from the fitted curve at half-maximal effect; % is scaled to controls: 0 for no effect and ±100 for the full control effect
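Cytotoxicity counterscreen: CellTiter-Fluor fluorescence was measured in A549 ARE_Fluc cells after 18-24 h of compound exposure in a concentration series. The subsequent BugLite luminescent read reports ARE-luciferase activity.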
pAkt inh: inhibitors of Akt phosphorylation; Neuro2A IGF-stimulated pAkt S473 HTRF, 20 min; active compounds read low; activity change, % for hits at 50 µM; 360,000 tested, 0.32% active; AID 651550; in the data active = activity change below about -80%; inconclusive = mostly about -51% to -80%; also: % is scaled to controls: 0 for no effect and ±100 for the full control effect
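Neuro2A cells in DMEM with 0.5% FBS, overnight at 37 deg C, given compound at single 50 µM final, then IGF (6 nM final) for 20 min at 37 deg C. Lysed; phospho-Akt Ser473 by HTRF after 24 h, 665/615 ratio.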
Nrf2 block: Nrf2 pathway inhibition | Potency, µM (highest dose often 46 µM), inactives show at the top dose activity change, negative = inhibition, hits mostly inhibitors | A549 ARE-Fluc reporter, luciferase luminescence, 18-24 h | 360,000 tested, 2.1% active; also: potency is read from the fitted curve at half-maximal effect; % is scaled to controls: 0 for no effect and ±100 for the full control effect; nearly all actives have a fitted effect of over 60% in size
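Concentration-response testing used A549 ARE_Fluc cells at 5000 cells/well. Following an 18-24 h compound incubation, viability was read by fluorescence (Ex 405/Em 525) and luciferase output by luminescence.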
EPAC2 antag: EPAC2 (human) antagonism | EPAC2 GEF exchange of Rap1B-BODIPY-GDP, fluorescence | Potency, µM (highest dose often 114 µM), for the others: at the highest dose activity, negative = inhibition, hits mostly inhibitors | 360,000 tested, 0.18% active; also: potency is read from the fitted curve at half-maximal effect; % is scaled to controls: 0 for no effect and ±100 for the full control effect; nearly all actives have a fitted effect of over 45% in size; many of its hits are not listed in these tables
The depositor's hits bear a star; i = inactive; u = inconclusive; x = no result given; [ ] = dose if it differs, or a comment. Unless noted, calls follow the shape of the dose curve; as a rule, active = well fitted curve in the direction sought with a large enough effect; inconclusive = small, poorly fitted or top-dose-only effect, or another doubt; inactive = no such curve, though single readings can be large; an effect the other way counts as inactive or inconclusive.

molecule	MmCpn inh	EPAC2 agonist	Nrf2 activator	TGFb SMAD3 inh	CCT chaperon mod	A549 tox	pAkt inh	Nrf2 block	EPAC2 antag
O=C(CCC1CCCCC1)Nc1ncn[nH]1	4%	-20%	-0.1%	22%	1.2	-7%	i	u	6%
CSCCC(C(=O)Nc1c(C)cccc1C)N1CCC(Cc2ccccc2)CC1 (centres undefined)	x	11%	5.5%	u	-2.0	x	i	x	-8%
CCCCC(=O)OCCNC(=O)c1cc2ccccc2oc1=O	1%	-14%	0.1%	16%	-0.7	5%	i	x	-5%
COn1c(=O)c(-c2ccc(C)cc2)[n+]([O-])c2ccccc21	0%	2%	0.2%	5%	-0.6	4%	i	22%	8%
CNC(=O)c1ccc2cc(OC)c(OC)cc2c1	x	7%	-1.2%	1%	-0.8	x	i	x	7%
COc1ccc(C(CNC(=O)c2ccc(OCc3csc(C)n3)cc2)N2CCCC2)cc1 (centres undefined)	x	-1%	3.7%	1%	-2.4	x	i	x	4%
COC(=O)c1cc2ccsc2n1CC(=O)N(C)c1ccccc1	1%	-6%	0.6%	-14%	-2.5	-5%	x	7%	-2%
N#C/C(=C\c1ccc[nH]1)C(=O)N1CCCCC1	1%	-1%	-0.5%	2%	1.5	7%	i	-15%	-7%
CCOC(=O)CN1CC23C=CC(O2)C(C(=O)NC2CCCCC2)C3C1=O (centres undefined)	0%	-1%	0.4%	10%	-0.1	-2%	i	0%	2%
CC(C)Cn1c(SCC(=O)N2CCN(S(=O)(=O)c3ccccc3)CC2)nc2ccccc21	-10%	14%	3.8%	u	6.2	0%	i	-23%	14%
O=C(Nc1cccnc1)c1cc(-c2cccc(Br)c2)nc2ccccc12	-2%	20%	7.3%	u	-3.3	-10%	i	2%	-7%
CC(C)NC(=O)c1cccc(Cn2cc(Cl)cn2)c1	0%	-2%	-0.8%	0%	-3.3	u	i	-21%	16%[57.1 µM]
O=C(CN1CCN(Cc2ccccc2)CC1)Nc1ccc(-n2cnnn2)cc1	u	8%	-0.7%	-1%	0.1	-6%	i	-19%	3%
CC(=O)N1CCN(c2ccccc2NC(=O)Cc2ccc(Cl)cc2)CC1	0%	-1%	-0.1%	-5%	1.7	0%	i	16%	13%
CCN(CC)CCN1C(=O)C(O)=C(C(=O)c2sc(C)nc2C)C1c1cccnc1 (centres undefined)	-1%	7%	0.2%	-2%	-1.3	-4%	i	4%	-4%
COc1cc(OC)c(NS(=O)(=O)c2c(C)[nH]c(=O)[nH]c2=O)cc1Cl	-2%	12%	0.4%	14%	0.0	-2%	i	3%	-1%
c1ccc2c(C(c3nnnn3-c3ccc4c(c3)OCCO4)N3CCOCC3)ccnc2c1 (centres undefined)	x	6%	-1.2%	x	1.1	x	i	x	2%
O=C(c1cccc(Br)c1)N1CCN(C2=NS(=O)(=O)c3ccccc32)CC1	0%	-2%	0.1%	3%	-1.2	-5%	i	-15%	8%
CC(C)(O)C(=O)NN(C(=O)c1ccccc1)c1cccc(Br)c1	2%	14%	0.5%	20%	-2.8	2%	i	x	0%
Cc1ccc(O)c(C2=NNC(c3ccc(Cl)cc3)C2)c1 (centres undefined)	-1%	9%	22%	-9%	0.8	2%	i	14%	-20%
CC(=O)c1ccc(NC(=O)/C(=C\c2ccccc2)NC(=O)c2ccco2)cc1	0%	10%	-0.2%	8%	-0.9	2%	i	2%	1%
CCCCCCSc1ccc([C@H]2N[C@@](CC(C)C)(C(=O)OC)[C@H]3C(=O)N(C)C(=O)[C@@H]23)cc1OC	-3%	-5%	-0.4%	-31%	-2.5	-18%	i	u	-17%
CCc1ccc(Oc2c(C(F)(F)F)oc3c(CN4CCN(CC)CC4)c(O)ccc3c2=O)cc1	x	x	2.3%	-14%	x	-8%	x	-6%	x
Cc1cc(Cl)c(OCCCN2CCCCC2)c(Br)c1	1%	-2%	0.3%	2%	-25	-10%	i	6%	0%
COc1ccc(/C=C(/NC(=O)c2cccc([N+](=O)[O-])c2)C(=O)O)cc1	1%	3%	-0.9%	-21%	0.7	-3%	i	-8%	6%
CC(=O)Oc1cc2c(C(C)=O)coc2c2ccccc12	0%	-1%	5.0%	-1%	-0.1	2%	-144%*	-18%	8%
O=C(Nc1ccc(OC(F)(F)F)cc1)c1ccc2c(c1)no[n+]2[O-]	x	-12%	7.4%	u	2.3	-17%	i	-10%	-2%
CCN(CC)S(=O)(=O)c1cccc(-c2nnc(SCc3nnc(-c4ccccc4)o3)n2C)c1	-6%	2%	-0.2%	1%	-1.1	-1%	-99%*	x	5%
COc1ccc(CCNC(=O)COC(=O)Cc2cccc(F)c2)cc1	-4%	0%	0.4%	-16%	-0.4	3%	i	11%	-4%
CCOC(=O)c1sc2nc(N3CCOCC3)c3c(c2c1N)CCN(Cc1ccccc1)C3	1%	-2%	-0.4%	0%	0.1	-5%	i	-17%	-11%

The last 2 records of the part above open the next one:
molecule	MmCpn inh	EPAC2 agonist	Nrf2 activator	TGFb SMAD3 inh	CCT chaperon mod	A549 tox	pAkt inh	Nrf2 block	EPAC2 antag
COc1ccc(CCNC(=O)COC(=O)Cc2cccc(F)c2)cc1	-4%	0%	0.4%	-16%	-0.4	3%	i	11%	-4%
CCOC(=O)c1sc2nc(N3CCOCC3)c3c(c2c1N)CCN(Cc1ccccc1)C3	1%	-2%	-0.4%	0%	0.1	-5%	i	-17%	-11%
COC(=O)c1cccc(NC(=S)N2CCN(C)CC2)c1	u	-1%	0.0%	8%	-1.6	-3%	i	9%	13%
COc1ccc(C(=O)NNC(=O)CSc2nnc(-c3cccnc3)o2)cc1	-1%	-7%	0.0%	1%	-2.2	2%	i	-1%	5%
CC(C)(C)c1ccc(N2C(=O)Cc3c2nc(N)c(C#N)c3N)cc1	-1%	-9%	10.0%	-4%	-0.2	-17%	x	29%	-3%
CC(=O)Nc1c(C(N)=O)oc2ccc(Cl)cc12	0%	7%	-0.8%	0%	0.2	3%	i	-2%	-10%
CC(CCc1ccccc1)NC(=O)CN1CCN(Cc2ccccc2)C1=O (centres undefined)	-1%	11%	-0.4%	6%	-5.1	0%	i	-6%	0%
COc1cc([N+](=O)[O-])ccc1NC(=O)COC(=O)CCOc1ccc(C)cc1	-3%	12%	u	-6%	0.3	-5%	i	-3%	u
N#CCC(=O)Nc1ccc(C(=O)NCC2(N3CCOCC3)CCCCC2)cc1	0%	0%	-0.4%	-5%	-1.4	6%	i	9%	0%
COc1cc(OC)cc(C(=O)NCCN2C(=O)S/C(=C\c3cccs3)C2=O)c1	-3%	2%	0.0%	-19%	0.4	-4%	i	u	-8%
CCCCC1(C)NC(=O)c2c(C)sc(C(=O)OCC)c2N1 (centres undefined)	-18%	0%	4.2%	5%	-0.5	-1%	i	x	-2%
O=C(COc1ccccc1)OCc1cc(=O)n2nc(-c3cccs3)sc2n1	x	x	3.9%	u	x	-9%	x	-4%	x
COc1ccc2c(c1)C(=O)Cc1ccccc1O2	x	3%	2.4%	-5%	-0.7	4%	i	-18%	-25%
O=C(Nc1ccccc1C(F)(F)F)C1CCN(S(=O)(=O)c2ccccc2)CC1	x	x	-0.4%	2%	x	0%	x	-1%	x
Cn1c(SCC(=O)O)nc2ccccc2c1=O	1%	6%	0.4%	-4%	-1.2	2%	i	-7%	-2%
CCOc1ccccc1OCC(=O)NCc1ccco1	-1%	5%	27%	1%	-5.0	7%	i	7%	17%
C=CCNc1nnc(C)c2ccccc12	0%	4%	0.6%	8%	-1.1	0%	-110%*	-20%	-1%
Cc1ccc(C(=O)COC(=O)c2cc(=O)[nH]c3ccccc23)cc1	-4%	0%	-0.3%	-8%	-4.1	8%	i	u	17%
Cc1ccc(Cn2c(SCC(=O)NCC3CCCO3)nc3c2c(=O)n(C)c(=O)n3C)cc1 (centres undefined)	0%	5%	-0.6%	-5%	-3.4	-2%	i	u	-7%
CCn1c(C)c(C)c2cc(C(=O)NCc3ccc(F)cc3)ccc21	x	x	-0.5%	-1%	x	-1%	x	-3%	x
COc1ccccc1CNC(=O)c1ccc(SC)cc1OC	-6%	8%	-0.1%	-2%	-2.7	-3%	i	x	-3%
CCC(=O)Nc1cc2nn(-c3ccc(OC)cc3)nc2cc1C	-5%	4%	0.2%	-2%	-1.5	-2%	i	u	2%
CCCn1nnc(NC(=O)c2cc(Br)cc(Br)c2OC)n1	1%	3%	-0.2%	1%	-0.7	14%	i	12%	4%
O=C(Nc1ccc(S(=O)(=O)N2CCCCC2)cc1)C1CC(=O)N(c2ccc(Cl)cc2)C1 (centres undefined)	2%	7%	0.5%	u	0.3	u	i	23µM*	-10%
Cc1ccc(C)c(NS(=O)(=O)c2ccc3c4c(cccc24)C(=O)N3)c1	x	x	-5.0%	u	x	-2%	x	18µM*	x
Cc1cccc(N2CCC(N=CN(C)C)=N2)c1	-4%	-3%	3.7%	-7%	0.9	-1%	i	-4%	3%
O=C(CSc1nnnn1C1CC1)N1CCN(c2cccc(Cl)c2)CC1	2%	8%	-0.3%	-22%	-2.9	-8%	i	u	-14%
CC(C(=O)N1CCc2ccccc2C1)N1C(=O)c2ccccc2C1=O (centres undefined)	-1%	8%	0.2%	-27%	-0.2	0%	i	7%	-15%
COc1ccc(CCn2c(-c3ccc(C(C)(C)C)cc3)n[nH]c2=S)cc1OC	0%	1%	-0.6%	8%	-2.5	-6%	i	-18%	9%

An excerpt (hit frequency here may not be typical).
